Mtb RmlCD inh: blocks M. tuberculosis RmlC and RmlD coupled enzymes; 160,000 compounds, 0.03% hits; inhibition, % at 3.6 µM; RmlC+RmlD coupled enzyme assay, percent inhibition; primary screen in compound mixtures; in the data active = inhibition mostly above about 34%, no sharp cut-off; note: some results filed as inactive read as strong as hits
Target sequence (P9WH09 whole entry, looked up): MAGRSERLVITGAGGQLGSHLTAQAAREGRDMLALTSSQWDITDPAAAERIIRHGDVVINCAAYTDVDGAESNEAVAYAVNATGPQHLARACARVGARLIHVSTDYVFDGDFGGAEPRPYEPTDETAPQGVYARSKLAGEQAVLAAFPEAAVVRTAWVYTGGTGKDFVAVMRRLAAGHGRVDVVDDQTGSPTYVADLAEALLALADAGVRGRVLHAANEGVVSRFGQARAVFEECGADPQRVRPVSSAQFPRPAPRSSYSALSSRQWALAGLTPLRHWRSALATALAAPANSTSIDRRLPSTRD
Target sequence (P9WH11 whole entry, looked up): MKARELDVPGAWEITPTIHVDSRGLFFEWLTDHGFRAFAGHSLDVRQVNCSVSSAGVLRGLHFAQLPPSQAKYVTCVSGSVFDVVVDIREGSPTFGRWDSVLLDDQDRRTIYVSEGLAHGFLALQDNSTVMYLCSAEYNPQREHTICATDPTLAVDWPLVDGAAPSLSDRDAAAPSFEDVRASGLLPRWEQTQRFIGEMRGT
M. tuberculosis GlmU: inhibition of mycobacterial GlmU enzyme – biochemical, glucosamine-1-phosphate acetyltransferase (AID 1376) | M. tuberculosis GlmU acetyltransferase enzyme assay; higher % means a stronger effect | inhibition, %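 (tested at 30 µM in the primary screen)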, or IC50 in µM where a hit was titrated | 220,000 compounds, 0.25% hits; in the data active = inhibition above about 13%;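 note: 0% = complete reaction with vehicle and 100% = reaction without substrate; strong numbers were not always called active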
* marks the source's active call; other numbers are inactive results; x = not tested or not shown.

SMILES | Mtb RmlCD inh | M. tuberculosis GlmU
O=C(COC(=O)c1cc(S(=O)(=O)N2CCOCC2)ccc1F)c1ccc[nH]1 | 9 | -2.3%
O=[N+]([O-])c1cc(Cl)cc(/C=N/Nc2nc3ccccc3s2)c1O | 2 | 1.0%
COc1ccc(OC)c(NC(=S)NN2CCOCC2)c1 | -6 | 8.7%
Cc1nc(N2CCCCC2)nc(N2CCCCC2)c1C=O | x | -2.1%
NC(=O)CC[C@@H]1NC(=O)[C@H](CO)NC(=O)c2cc([N+](=O)[O-])cc(I)c2NCCC[C@@H](C(N)=O)NC(=O)[C@H](Cc2ccc(O)cc2)NC1=O | x | -4.3%
NC(=O)CSc1nnc(-c2cc(-c3cccs3)nc3ccccc23)o1 | x | -2.9%
Cc1cccc(C)c1NC(=O)CCCCCNS(=O)(=O)c1ccccc1 | -11 | 1.4%
COc1ccc(-c2cc3ccccc3n2CC(O)CNC(CO)(CO)CO)cc1 (stereo not given) | -4 | -2.3%
Nc1cccn2c(-c3ccc(Cl)cc3)cnc12 | 3 | 1.8%
Cc1ccc(NC2(c3nnnn3-c3c(C)cccc3C)CCCCC2)cc1 | 10 | -2.5%

Given with each value named: entries from further up.
> Cc1nc(N2CCCCC2)nc(N2CCCCC2)c1C=O
  Mtb RmlCD inh: x	M. tuberculosis GlmU: -2.1%

> NC(=O)CC[C@@H]1NC(=O)[C@H](CO)NC(=O)c2cc([N+](=O)[O-])cc(I)c2NCCC[C@@H](C(N)=O)NC(=O)[C@H](Cc2ccc(O)cc2)NC1=O
  Mtb RmlCD inh: x	M. tuberculosis GlmU: -4.3%

(further entries)
SMILES | Mtb RmlCD inh | M. tuberculosis GlmU
COc1ccc(OC)c(CNC(=O)C2CCCN(c3nc4ccccc4o3)C2)c1 (stereo not given) | 3 | 4.0%
CSCCCNC(=O)c1ccc(OC2CCN(CCc3ccccc3)CC2)cc1 | 0 | 1.9%
COc1ccc(C(=O)NCC(=O)Nc2ccc(F)cc2)cc1OC | x | 1.0%
Cc1ccc(S(=O)(=O)N/N=C/c2c(C)nn(-c3ccccc3)c2C)cc1 | x | 2.2%
COc1ccc(/C=C2\SC(=O)N(CCc3nnc(N)s3)C2=O)cc1 | x | 3.3%
Cc1onc(-c2ccccc2)c1NC(=O)N(CCC#N)Cc1ccccc1 | -8 | 2.0%
O=S(=O)(Nc1cccc(S(=O)(=O)N2CCCCCC2)c1)c1ccccc1 | 5 | 3.6%
CC(=O)Nc1ccccc1C(=O)OCc1ccccc1F | -7 | -2.4%
O=C(NCC1OCCc2ccccc21)c1cc(COc2ccc(F)cc2Cl)on1 (stereo not given) | -2 | -2.6%
CCOc1cc(C=O)ccc1OS(=O)(=O)c1ccc(NC(C)=O)cc1 | 1 | 3.8%
CC(=O)Nc1cc2nn(-c3ccccc3)nc2cc1Cl | -4 | 1.5%
Cc1ccc(S(=O)(=O)CC(=O)c2cc(C)c(O)c(C)c2)cc1 | 6 | 1.4%
O=S1CCCSC1c1cccnc1 (stereo not given) | -10 | 9.4%
O=C(CSc1ccccc1C(=O)O)NCC1CCCCC1 | 2 | -4.3%
O=C(CSc1nnc(CNC(=O)C23CC4CC(CC(C4)C2)C3)n1-c1ccc(F)cc1)Nc1ccccc1 | 7 | 0.3%
CC[C@H](C)NC(=O)CCCCCn1c(=S)[nH]c2c([nH]c3ccc(OC)cc32)c1=O | -8 | -1.7%
Cn1nc(CC(=O)Nc2ccc3c(c2)CCC3)c2ccccc2c1=O | -11 | 0.1%
CSc1nnc(NC(=O)C2CCCCC2)s1 | 2 | -7.0%
CC(OC(=O)c1ccc(S(=O)(=O)NCc2ccco2)cc1)C(=O)Nc1ccc(Cl)cn1 (stereo not given) | 1 | -2.7%
CC(C)C[C@H](NC(=O)c1[nH]cnc1C(=O)N[C@@H](C)c1ccccc1)C(=O)OC(C)(C)C | x | 2.9%
COC(=O)[C@H](C)NC(=O)NCCC1=CCCCC1 | 3 | 0.9%
O=C(O)c1cccc(NC(=S)NC(NC(=O)c2ccccc2[N+](=O)[O-])C(Cl)(Cl)Cl)c1 (stereo not given) | 7 | 2.5%
O=C(OC(C(=O)NC1CCCC1)c1ccncc1)C1=Cc2ccccc2OC1 (stereo not given) | 8 | 0.6%
C[N+](C)(C)CCCC(=O)c1ccc2c(c1)OCO2 | -12 | -3.1%
COc1ccccc1N1CCN(Cc2nc3ccsc3c(=O)[nH]2)CC1 | 10 | 3.9%
COc1cc(OC)c(NC(=O)CCNC(=O)Cn2ccc3ccccc3c2=O)cc1Cl | -6 | 2.5%
COc1cccc(-n2c(SCC(=O)Nc3cc(C)on3)nc3ccccc3c2=O)c1 | x | 5.9%
CCn1c(C)c(C(C)=O)c(SC)nc1=S | 9 | -3.7%
O=C(NCC(c1cccnc1)N1CCOCC1)c1cccs1 (stereo not given) | -9 | 2.2%
Cc1ccc(S(=O)(=O)NC(=O)N2CCCN(Cc3ccc(F)cc3)CC2)cc1 | 7 | 3.6%
CN1C/C(=C/c2cccnc2)C(=O)/C(=C/c2cccnc2)C1 | x | 0.7%
CCOC(=O)c1c(-c2ccccc2)csc1N1C(=O)Nc2ccccc2N1O | 9 | -2.4%
Cc1ccc(NC(=O)C2CCCN2C(=O)Oc2ccccc2)cc1 (stereo not given) | x | 0.3%
COc1ccc(C(=O)/C=C/c2cc(OC)c(O)c(OC)c2)c(F)c1 | x | 0.7%
Cc1cc2nc3n(c2cc1C)CC1CC(C(=O)NCCc2cccs2)N(C)C31 (stereo not given) | x | 0.8%
CC(C)CNC(=O)Nc1ccc(F)c(Cl)c1 | 6 | -9.1%
COc1ccc(C(C(=O)NC2CCCC2)N(C(=O)c2ccoc2C)c2cc(C)cc(C)c2)cc1 (stereo not given) | x | -6.7%
Cc1ccc(-c2sc(-c3cccnc3)nc2CC(=O)O)cc1 | 2 | 1.7%
CC1CCC(NCCc2ccc3c(c2)OCO3)CC1 (stereo not given) | x | 2.4%
CC(NC(=S)N1CCN(c2ccccc2)CC1)c1ccccc1 (stereo not given) | x | 0.9%

4 entries from above, as labelled records.
Compound: Cc1ccc(NC(=O)C2CCCN2C(=O)Oc2ccccc2)cc1 (stereo not given)
  Mtb RmlCD inh: x
  M. tuberculosis GlmU: 0.3%
Compound: COc1ccc(C(=O)/C=C/c2cc(OC)c(O)c(OC)c2)c(F)c1
  Mtb RmlCD inh: x
  M. tuberculosis GlmU: 0.7%
Compound: Cc1cc2nc3n(c2cc1C)CC1CC(C(=O)NCCc2cccs2)N(C)C31 (stereo not given)
  Mtb RmlCD inh: x
  M. tuberculosis GlmU: 0.8%
Compound: CC(C)CNC(=O)Nc1ccc(F)c(Cl)c1
  Mtb RmlCD inh: 6
  M. tuberculosis GlmU: -9.1%

Carrying on:
SMILES | Mtb RmlCD inh | M. tuberculosis GlmU
CC(C)(C)c1ccc(/C=N/NC(=O)C(=O)NCCCN2CCOCC2)cc1 | 7 | 1.9%
CC(C)OCCCNC(=O)c1ccc(NC(=O)C2CCCO2)cc1 (stereo not given) | -4 | 0.8%
Cc1nc2ccccn2c1C(=O)NC1CCCCC1 | 2 | -6.7%
CCOC(=O)c1sc(NC(=O)Nc2ccccc2F)nc1C | -11 | 1.8%
O=C(Cn1cnc([N+](=O)[O-])n1)N/N=C/c1cccc2ccccc12 | 20 | -2.0%
COC(=O)Cc1cc(=O)n2[nH]c(C)c(-c3ccccc3)c2n1 | 4 | 1.4%
CCCCNC(=O)CSc1nc2cc3c(cc2c(=O)n1CCCC(=O)NCCc1ccc(OC)c(OC)c1)OCO3 | -11 | 3.9%
CC(C)C(NS(=O)(=O)c1cccc2nsnc12)C(=O)NCc1ccc2c(c1)OCO2 (stereo not given) | -7 | 4.4%
Cc1cc(F)ccc1NCc1ccncc1 | 10 | -1.6%
COc1ccccc1N1C(=O)[C@@H]2[C@H](C1=O)[C@H](C(=O)c1ccc(OC(C)=O)cc1)N1N=CC=C[C@@H]21 | -7 | 3.6%
CCC(C)(C)NC(=O)C(c1cccn1C)N(C(=O)Cn1nnc2ccccc21)c1ccc(OC)cc1 (stereo not given) | 31 | 0.2%
CCCN1Cc2cccc(C(=O)N3CCN(c4ccc(F)cc4)CC3)c2C1=O | -3 | 12%
Oc1oc(-c2ccc(Br)cc2)nc1/C=N/c1ccccn1 | 3 | -6.3%
CCc1ccc(NC(=O)c2noc(C(C)C)c2[N+](=O)[O-])cc1 | -4 | 1.3%
COC(=O)c1sccc1NC(=S)N1CCN(c2ccc(F)cc2)CC1 | -13 | 1.9%
CSCC(C)N1CCC(CO)(CCc2ccccc2)CC1 (stereo not given) | 4 | -2.2%
COc1ccc(OCCSc2nnc(C(C)NC(=O)c3ccccc3F)n2C)cc1 (stereo not given) | -4 | 3.9%
COCCCn1c(Cc2csc(Nc3cccc(Cl)c3)n2)nnc1SCC(=O)OC | x | 3.6%
Cn1c(NCc2cccc(Br)c2)nc2ccccc21 | -10 | -8.9%
CCOC(=O)c1ccc(S(=O)(=O)NNC(=O)c2cccc(N(C)C)c2)cc1 | -12 | 5.9%
COCCNC(=O)COC(=O)c1nsc(Cl)c1Cl | -3 | -5.0%
COc1ccc2[nH]c(=O)c(CN(CC3CCCO3)C(=S)Nc3ccc(C)cc3)cc2c1 (stereo not given) | -6 | -1.7%
CCCCC(=O)Nc1ccc(NC(=O)CC)cc1OC | x | 3.0%
Cc1onc(-c2ccccc2Cl)c1C(=O)N(Cc1nc(-c2ccccc2)no1)C1CCCCC1 | 6 | 5.4%
COc1cccc(-c2nc(=S)c3c(n2CCCO)CCCC3)c1 | -7 | -5.8%
CC(CNS(=O)(=O)c1ccc(Br)cc1)CN(C)C (stereo not given) | x | 1.0%
O=C1NCCCC1C(=O)N/N=C/c1cccc([N+](=O)[O-])c1 (stereo not given) | 5 | -2.2%
O=[N+]([O-])c1ccc(N/N=C/c2sc(N3CCOCC3)nc2-c2ccccc2)c(S(=O)(=O)Nc2ccccc2Cl)c1 | x | -7.2%
CC1(C(=O)OCC(=O)Nc2ccccc2)CC1(Cl)Cl (stereo not given) | -11 | -4.6%
Brc1ccc(N=Nc2ccc3ccccc3n2)cc1 | -8 | -5.3%
O=C(O)CSc1nc(-c2ccccc2)nc2c1CCCC2 | -9 | 0.2%
Cc1cc(C)cc(OCC(=O)OCC(=O)NCc2cccs2)c1 | -5 | -1.3%
Cc1cccc(C(=O)OC2CCN(C)CC2)c1 | -7 | 0.0%
CCOC(=O)C1CCN(CC(O)COc2ccc(C(=O)CC)cc2)CC1 (stereo not given) | -8 | 1.2%
CC1=CC(=O)OC1Cc1ccncc1 (stereo not given) | 2 | 1.6%
CC(C)Oc1cccc(C(=O)C2CCCN(C(=O)c3noc4c3CCCC4)C2)c1 (stereo not given) | -4 | 2.6%
O=C(N/N=C/C=C/c1ccccc1)c1ccccc1Br | 54 | -1.6%
CN1CCN(c2ccccc2NC(=O)COc2ccccc2)CC1 | x | -9.4%
Cc1nnc(SCC(=O)N/N=C/c2cn(-c3ccccc3)nc2-c2ccc(F)cc2)n1-c1ccccc1 | x | -5.6%
CC(=O)OC(C(=O)NCc1ccc(F)cc1)c1ccccn1 (stereo not given) | 16 | -2.4%
CC1(C)C(c2cccs2)=NC(c2ccccc2)N1O (stereo not given) | x | -2.2%
COc1ccc(C(=O)Nc2cccc(-c3nc4ncccc4o3)c2C)cc1 | x | 1.2%
CCc1cc2c(=O)nc3n(c2s1)Cc1ccccc1/C3=C(/O)c1ccccc1Cl | 6 | x
CC1=C(C(=O)OC(C)C)C(/C=C/c2ccccc2)NC(=O)N1 (stereo not given) | x | -0.9%
O=C(NCCCN1CCOCC1)c1coc2ccccc2c1=O | -7 | -2.1%
CN(C)c1ccc(/C=C/C(=O)c2ccccc2)cc1[N+](=O)[O-] | 13 | -6.6%
COc1ccccc1S(=O)(=O)Cc1ccc(C(=O)NCc2cccnc2)o1 | -5 | -3.4%
CC(=O)c1cccc(NC(=O)C2CCN(S(=O)(=O)c3c(C)n[nH]c3C)CC2)c1 | -10 | 4.1%
COc1cc(C)nn1-c1ccc(Cl)cc1 | -14 | -1.8%
O=C(Cn1cnc2cc([N+](=O)[O-])ccc2c1=O)NC(c1ccccc1)c1ccccc1 | -7 | 8.6%

An excerpt of these results, comma-delimited:
mol,Mtb RmlCD inh,M. tuberculosis GlmU
CN1CCN(c2ccccc2NC(=O)COc2ccccc2)CC1,x,-9.4%
Cc1nnc(SCC(=O)N/N=C/c2cn(-c3ccccc3)nc2-c2ccc(F)cc2)n1-c1ccccc1,x,-5.6%
CC(=O)OC(C(=O)NCc1ccc(F)cc1)c1ccccn1 (stereo not given),16,-2.4%

(cont.)
SMILES | Mtb RmlCD inh | M. tuberculosis GlmU
O=C(c1ccc(F)cc1)N1CCN(c2ccc([N+](=O)[O-])c(N3CCOCC3)c2)CC1 | -11 | 2.8%
Cc1ccc(C2C(C(=O)c3cc4ccccc4o3)=C(O)C(=O)N2CCN2CCOCC2)o1 (stereo not given) | -3 | 3.5%
COc1ccc(C(CC(=O)N2CCOCC2)C(C)C)cc1 (stereo not given) | x | 2.3%
Cc1c(NC(=O)CSc2nnc(N)s2)c(=O)n(-c2ccccc2)n1C | -6 | -2.8%
CCOc1ccc(C(=O)Nc2cccc(C)n2)cc1 | x | -3.3%
CCNc1nc(NC(C)C)nc(N(C#N)C(C)C(=O)N(C)C)n1 (stereo not given) | -6 | -3.5%
CC1Cn2c(nnc2C23CC4CC(CC(C4)C2)C3)S1 (stereo not given) | x | -2.0%
CCC(C(=O)NC1CCCC1)N(C(=O)Cn1nnc(-c2ccc(OC)c(OC)c2)n1)C1CCCCC1 (stereo not given) | 4 | -5.6%
COc1ccc(NC(=O)c2noc(C(C)C)c2[N+](=O)[O-])cc1 | 0 | -6.2%

Bioassay records: PubChem, several laboratories

This is a subset; rates above refer to the full screens.
